# Vif inh – inhibitors of HIV Vif; HEK293T cells, Vif self-association by quenched fluorescence, imaging, 24 h; inhibition, % at 7.49 µM; 340,000 compounds, 0.35% hits; AID 602346; in the data active means inhibition above about 50%, passing the limit was not always enough; further: some results filed as inactive read as strong as hits
# hiPSC survival – hiPSC single-cell survival enhancement; ATPlite luminescence; 100% = ROCK inhibitor wells, 0% = DMSO; survival enhancement, % at 20 µM; 360,000 compounds, 0.044% hits; in the data active means survival enhancement above about 18%;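 further: cells exposed to compounds for 16 hours before the ATP read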
# NR2E3 ag-1 – NR2E3 (human) agonism; 320,000 compounds, 0.12% hits; Q9Y5X4; inhibition of corepressor binding, % at 4.78 µM; GST-NR2E3/biotin-RetCOR TR-FRET, 1536-well; AID 2300;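 active means percent inhibition above the cutoff of mean plus 3 SD of all tested compounds, set per screening campaign, cut at about 20% in these data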;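 further: 0% = DMSO wells and 100% = biotin wells as full block of FRET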
# Target sequence (Q9Y5X4 whole entry, looked up): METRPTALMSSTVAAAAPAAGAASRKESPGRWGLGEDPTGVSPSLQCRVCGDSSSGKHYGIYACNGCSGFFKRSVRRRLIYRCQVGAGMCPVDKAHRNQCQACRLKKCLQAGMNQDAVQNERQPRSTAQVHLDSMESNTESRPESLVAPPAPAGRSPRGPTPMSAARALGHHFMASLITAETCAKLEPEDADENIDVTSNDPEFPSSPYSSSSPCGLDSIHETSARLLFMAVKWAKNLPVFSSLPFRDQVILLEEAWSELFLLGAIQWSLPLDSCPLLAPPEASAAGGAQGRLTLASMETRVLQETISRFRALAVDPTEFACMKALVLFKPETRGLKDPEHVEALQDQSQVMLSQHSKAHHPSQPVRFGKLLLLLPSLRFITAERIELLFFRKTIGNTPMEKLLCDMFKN
#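 Test system – NR2E3–RetCOR corepressor complex · Quantity – NR2E3 fusion 1.35 nM · Buffer or medium – Tris pH 7.5 · Incubation – Compound–protein incubation for 5 h at 4 °C · Technique – TR-FRET, Eu(K)-anti-GST donor, streptavidin-D2 acceptor, ex 340, em 617/671 nm · Evaluation – percent inhibition of 671/617 nm emission ratio versus biotin and DMSO controls · Plate – 1536-well format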
# PDI turbidity – PDI (human) enzyme inhibition | PDI insulin aggregation turbidity, A650, 90 min | inhibition, % at 10 µM | 350,000 compounds, 0.052% hits | AID 588391;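 active means mean inhibition across replicates of 30% or more, whatever share of single replicates reach that level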;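 further: absorbance from insulin aggregation driven by PDI reduction with DTT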
# Target sequence (P07237 whole entry, looked up): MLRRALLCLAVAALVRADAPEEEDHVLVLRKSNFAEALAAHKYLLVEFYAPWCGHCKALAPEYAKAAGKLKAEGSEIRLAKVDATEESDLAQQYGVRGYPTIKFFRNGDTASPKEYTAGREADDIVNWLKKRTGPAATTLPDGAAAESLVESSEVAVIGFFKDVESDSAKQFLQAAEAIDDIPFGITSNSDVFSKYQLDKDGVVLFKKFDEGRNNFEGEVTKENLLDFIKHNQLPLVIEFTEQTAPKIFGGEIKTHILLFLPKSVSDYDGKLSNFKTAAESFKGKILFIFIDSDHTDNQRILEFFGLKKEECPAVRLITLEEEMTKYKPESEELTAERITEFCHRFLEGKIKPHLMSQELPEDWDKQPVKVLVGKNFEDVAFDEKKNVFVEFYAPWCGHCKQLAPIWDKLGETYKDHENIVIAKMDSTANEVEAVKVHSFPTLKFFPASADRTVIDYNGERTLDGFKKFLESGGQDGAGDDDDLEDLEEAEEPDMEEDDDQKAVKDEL
# Peg3 prom inh – Peg3 promoter activity inhibition | HeLa PEG-Prom luciferase reporter, luminescence, overnight | inhibition, % at 20 µM | 360,000 compounds, 1.7% hits;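 active means inhibition of at least 50% at 20 µM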
# NR2E3 ag-2 – human photoreceptor-specific nuclear receptor agonism; Q9Y5X4; 360,000 compounds, 0.35% hits; AID 602229; inhibition of corepressor binding, % at 3.98 µM; CHO-S Gal4-NCOR/VP16-NR2E3 two-hybrid, luciferase;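 active means inhibition above the mean of all tested compounds plus 3 SD, cut at about 70% in these data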;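 further: 0% = DMSO with NR2E3 transfected cells and 100% = cells lacking NR2E3 construct; higher means lower luciferase signal from less NR2E3 corepressor binding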
# Exocytosis inh – lytic granule exocytosis inhibition; AID 651702; 360,000 compounds, 0.66% hits; TALL-104 LAMP-1 surface exposure, flow cytometry; cells stimulated with thapsigargin and PMA; inhibition, % at 10 µM;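 active means inhibition above about 55%, limit read from the data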
# TRPM1 prom inh – reduces MITF-dependent TRPM1 promoter luciferase signal; SK-MEL-5 TRPM1 promoter luciferase, 24 h; inhibition, % at 12.5 µM; 330,000 compounds, 0.83% hits; AID 488899;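 active means mean inhibition across replicates of 60% or more, whatever share of single replicates reaches that level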; further: values of inactives mirror those of a sister screen read the other way
# HIF-2a block – inhibitors of HIF-2a; 786-0 RCC cells HIF-2a reporter, luciferase luminescence, overnight; inhibition, % at 18.8 µM; 360,000 compounds, 0.72% hits; AID 624352;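 active means inhibition of the luminescence signal of 40% or more relative to plate controls, in a single-dose primary screen at 18.75 µM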
# aDG glyco up – increases alpha dystroglycan glycosylation; 360,000 compounds, 0.22% hits; activation, % at 10 µM; Pro5-aDG cells, alpha-DG glycosylation AlphaScreen (IIH6); 0% Pro5, 100% B10-LARGE cell signal; AID 624168;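 active means activation of at least 8% versus controls, or a plate z-score of at least 8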;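 further: Pro5 are CHO cells carrying HIG-tagged alpha-DG that lacks glycosylation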
# CaV13 FRET inh – Disruptors of the CACNA1D IQ motif to Ca2+-dependent inactivation inhibitor domain association, primary screening, Förster resonance energy transfer in intact living … | inhibition, % at 12.3 µM | 340,000 compounds, 0.098% hits | HEK cells, CFP/YFP FRET ICDI-IQ, plate reader, 10 min; percent FRET-ratio fall versus neutral wells;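 active means mean replicate inhibition of at least 30% and at least 1% of replicates passing that level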;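 further: 0% = median of the neutral control wells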
# Active calls of the source: *; x = not tested or not shown. These rows are one share of the data; count on the stated rates, not on these rows.
SMILES,Vif inh,hiPSC survival,NR2E3 ag-1,PDI turbidity,Peg3 prom inh,NR2E3 ag-2,Exocytosis inh,TRPM1 prom inh,HIF-2a block,aDG glyco up,CaV13 FRET inh
CC(C)(C)NCC(O)c1cc(Cl)c(N)c(Cl)c1 (stereo not given),1.0,0.3,-0.8,3.0,3.9,-26.1,4.7,-15.3,2.9,1.4,-4.2
CCc1ccc(CN2CCN(Cc3ccc(SC)cc3)CC2)cc1,3.4,-1.4,0.2,3.2,17.1,9.5,4.4,8.0,13.8,0.6,-4.3
COC(=O)C1=C(c2ccc(C(C)=O)cc2)C[C@@H]2CC[C@H]1N2C(=O)NCCNC(C)=O,-1.2,-3.8,3.4,-7.9,-6.3,8.1,-7.3,-11.9,9.6,-0.2,-0.1
CC1CCN(c2cc(Br)c([N+](=O)[O-])cc2F)CC1,-2.7,0.3,4.9,-9.5,-37.0,-29.4,41.7,-9.3,-8.9,0.6,-4.2
CC(=O)Nc1ccccc1C(=O)OCC(=O)c1ccc2ccccc2c1,-17.3,-0.3,1.7,3.1,-40.6,0.1,37.7,5.1,-80.1,0.8,-4.3
COc1ccc(CCN(C)Cc2ccc(F)cc2F)cc1OC,-0.8,1.3,-0.3,-1.2,23.1,-26.2,6.0,-3.8,8.0,0.1,-5.5
COc1ccc(CN2CCNCC2)cc1,15.6,0.1,x,12.1,0.7,22.0,27.5,6.5,2.7,-0.1,-1.2
COC(=O)C1=C(c2ccc3ccccc3c2)C[C@@H]2CC[C@H]1N2C(=O)N1CCOCC1,-16.3,-1.6,-22.3,7.0,6.9,16.5,-2.5,11.2,-4.4,-0.2,-10.6
C=CCN1C(=O)/C(=C/c2ccc(N3CCOCC3)o2)C(=O)NC1=S,13.0,2.1,-1.4,-2.4,-12.3,-7.6,1.0,-5.1,3.1,-0.2,-6.0
Cc1cc(OCC(=O)O)c2c3c(c(=O)oc2c1)CCCC3,-0.8,-3.7,-1.3,6.0,5.6,19.1,-0.5,10.8,13.3,-0.2,-1.5
CCOC(=O)CC1c2ccccc2-n2nncc2CN1Cc1ccc(OC)cc1 (stereo not given),x,-0.9,x,-2.6,9.6,-39.3,-7.8,8.4,9.8,-0.2,-9.7
O=NN1CCCCC1,-2.9,2.5,-0.2,x,3.5,-6.9,-0.6,-10.9,3.7,0.2,x
COc1cc(C(=O)NN=Cc2ccc(N(CCCl)CCCl)cc2)cc(OC)c1OC,-1.6,-1.2,x,6.2,8.3,21.2,-2.7,1.4,-2.6,0.6,-5.1
Cc1cccc(N2CCN(Cc3ccc4c(c3)OCO4)CC2)c1C,0.8,-0.3,2.6,-1.8,-1.0,-3.1,-7.8,6.2,7.7,0.0,2.9
CN1C(=O)/C(=C\c2ccc(Br)s2)C(=O)NC1=S,17.7,-0.5,0.4,-0.6,19.6,6.4,-0.6,58.4,13.0,0.4,-4.3
COC(=O)NC(=C(Cl)Cl)P(=O)(c1ccccc1)c1ccccc1,6.1,-0.1,0.8,0.9,6.5,12.0,21.3,3.2,16.5,-0.1,-13.2
O=c1c(C=NCCN2CCNCC2)c(O)n(C2CCCCC2)c(=O)n1C1CCCCC1,-6.4,-0.7,4.9,3.1,43.8,2.0,19.2,17.4,-7.5,1.2,x
CCOC(=O)C(O)(c1ccc(NC(=O)Oc2ccccc2)cc1)C(F)(F)F (stereo not given),-18.3,1.0,4.8,5.3,-2.9,-43.9,6.2,4.0,10.4,-0.2,-3.2
O=C(c1ccccc1F)c1cn(CC(=O)N2CCOCC2)c2ccccc12,1.6,-3.1,-1.9,1.7,5.8,-2.5,3.3,-3.5,12.4,-0.1,-5.7
CC1(c2ccc(Cl)cc2Cl)OCC(Cn2cncn2)O1 (stereo not given),1.2,-1.4,4.9,2.9,26.7,-18.8,-1.0,5.9,15.4,-0.1,-3.9
CC(=O)Nc1cccc([As](=O)(c2cccc(NC(C)=O)c2)c2cccc(NC(C)=O)c2)c1,-6.5,-0.5,0.0,-3.0,7.6,-13.0,-3.4,5.6,8.4,0.0,-15.9
C=CCn1c(O)c(/C=C2/C=c3ccccc3=N2)c(=O)[nH]c1=S,12.1,1.2,-1.1,0.5,25.8,9.8,27.7,20.8,23.8,0.2,-3.3
CCCc1nc2ccccc2c(=O)n1-c1ccccc1OC,2.8,0.0,-1.2,-10.2,8.9,9.8,2.1,15.2,-0.5,-0.1,x
COc1ccccc1OC(=O)c1ccc(C)c(S(=O)(=O)N2CCOCC2)c1,3.0,-0.4,1.3,-6.7,1.9,-10.3,-3.5,-4.8,-3.0,0.2,-7.0
Cc1ccc2c(c1N)C(=O)c1ccccc1C2=O,-5.7,0.5,-0.1,x,-261.8,-78.5,-2.0,-95.0,-261.0,-0.1,x
# More compounds:
SMILES,Vif inh,hiPSC survival,NR2E3 ag-1,PDI turbidity,Peg3 prom inh,NR2E3 ag-2,Exocytosis inh,TRPM1 prom inh,HIF-2a block,aDG glyco up,CaV13 FRET inh
CCN(CC)C(=O)c1ccc(NC(=O)c2cccc(S(=O)(=O)N3CCN(C)CC3)c2)cc1,0.7,0.6,-0.1,-4.9,5.5,-5.9,-0.6,6.3,-5.9,-0.5,-5.9
CCS(=O)(=O)N1CCCC(C(=O)N2CCC3(CC2)OCCO3)C1 (stereo not given),-12.2,-0.6,3.3,4.7,10.4,-23.8,0.0,-12.8,3.4,-0.2,x
CC(C)(C)NC(=S)/N=C(\N)N[N+](=O)[O-],-5.9,-0.5,1.1,3.0,-5.0,-7.3,0.8,2.1,12.2,-0.3,1.7
CC(C)N(CC(O)c1cccc([N+](=O)[O-])c1)C(C)C (stereo not given),16.1,-0.5,10.2,8.9,6.1,24.1,-6.2,1.2,2.9,-0.1,-5.2
CC1=C2[C@H]3OC(=O)[C@@H](C)[C@@H]3CC[C@@]2(C)C=CC1=O,1.3,2.1,1.0,x,1.1,-28.4,-2.6,5.5,12.7,-0.4,x
O=C1NC(=O)C(Cc2cccs2)C(=O)N1,-3.6,-0.9,-3.4,0.1,-5.9,-12.2,0.6,-3.9,6.6,0.0,-4.2
CCOC(=O)c1c(/N=C/c2c(O)n(-c3ccc(F)cc3)c(=S)[nH]c2=O)sc2c1CCCC2,-2.0,-2.2,1.6,-31.7,16.9,-5.4,-1.0,1.5,1.9,0.2,-5.3
CCOC(=O)c1cnc(SCc2ccc(Cl)c(Cl)c2)nc1N1CC1,-18.3,-2.5,x,6.8,31.0,-16.8,3.8,33.8,-11.8,0.1,-10.5
O=c1[nH]c(=O)n(Cc2ccc(F)cc2)c(O)c1C=Nc1ccc(Cl)cc1,-1.5,3.3,2.7,-12.6,-14.3,-5.1,0.3,7.3,13.5,0.6,-4.7
C=CCN1C(=O)CSc2ccc(C(=O)N3CCC4(CC3)OCCO4)cc21,-4.3,-0.4,0.4,-3.1,13.6,12.6,-1.7,3.4,15.1,-0.4,-5.0
COC(=O)C1=C(c2ccc(F)cc2F)C[C@@H]2CC[C@H]1N2C(=O)NCCO,-1.1,-2.7,0.3,-11.7,-8.5,-21.5,-3.1,-11.6,4.1,-0.1,-4.0
Cc1ccc[n+](CC(O)Cn2c3ccccc3c3ccccc32)c1 (stereo not given),-1.7,-0.3,0.1,7.1,13.9,17.5,-1.7,0.6,8.5,0.2,-4.1
Cc1cc(C)cc(N2C(=O)/C(=C\c3ccc(N4CCN(C)CC4)o3)C(=O)NC2=S)c1,2.2,-0.8,-0.5,-2.9,9.3,-4.3,5.0,x,8.8,-0.2,-21.5
c1ccc(CCn2nnnc2CN2CCC(n3nnc4ccccc43)CC2)cc1,-11.7,2.2,1.6,-2.6,13.8,-19.0,6.7,7.7,16.1,0.2,x
COc1ccc(Cn2c(N)c(C(=O)NCc3ccco3)c3nc4ccccc4nc32)cc1,-12.5,10.2,4.0,-15.8,9.8,0.8,58.6*,-6.2,1.5,0.3,x
O=C1c2ccccc2C(=O)N1Cc1nc2ccccc2c(=O)n1-c1ccc(Br)cn1,-4.5,0.1,2.2,-1.0,8.4,5.3,-3.4,2.0,13.2,0.1,-5.2
C#CCN[C@H](C)Cc1ccccc1,-0.3,0.5,1.6,-4.5,1.5,-29.9,-3.5,-2.3,8.4,0.0,-5.6
O=S(=O)(NC1CCCCCCC1)OCC(Cl)(Cl)Cl,6.3,-1.4,1.3,-3.3,5.8,5.8,10.5,0.6,20.3,0.1,-5.1

# For convenience, part of the list above.
SMILES,Vif inh,hiPSC survival,NR2E3 ag-1,PDI turbidity,Peg3 prom inh,NR2E3 ag-2,Exocytosis inh,TRPM1 prom inh,HIF-2a block,aDG glyco up,CaV13 FRET inh
C=CCN1C(=O)CSc2ccc(C(=O)N3CCC4(CC3)OCCO4)cc21,-4.3,-0.4,0.4,-3.1,13.6,12.6,-1.7,3.4,15.1,-0.4,-5.0
COC(=O)C1=C(c2ccc(F)cc2F)C[C@@H]2CC[C@H]1N2C(=O)NCCO,-1.1,-2.7,0.3,-11.7,-8.5,-21.5,-3.1,-11.6,4.1,-0.1,-4.0
Cc1ccc[n+](CC(O)Cn2c3ccccc3c3ccccc32)c1 (stereo not given),-1.7,-0.3,0.1,7.1,13.9,17.5,-1.7,0.6,8.5,0.2,-4.1
Cc1cc(C)cc(N2C(=O)/C(=C\c3ccc(N4CCN(C)CC4)o3)C(=O)NC2=S)c1,2.2,-0.8,-0.5,-2.9,9.3,-4.3,5.0,x,8.8,-0.2,-21.5
c1ccc(CCn2nnnc2CN2CCC(n3nnc4ccccc43)CC2)cc1,-11.7,2.2,1.6,-2.6,13.8,-19.0,6.7,7.7,16.1,0.2,x
COc1ccc(Cn2c(N)c(C(=O)NCc3ccco3)c3nc4ccccc4nc32)cc1,-12.5,10.2,4.0,-15.8,9.8,0.8,58.6*,-6.2,1.5,0.3,x
O=C1c2ccccc2C(=O)N1Cc1nc2ccccc2c(=O)n1-c1ccc(Br)cn1,-4.5,0.1,2.2,-1.0,8.4,5.3,-3.4,2.0,13.2,0.1,-5.2
C#CCN[C@H](C)Cc1ccccc1,-0.3,0.5,1.6,-4.5,1.5,-29.9,-3.5,-2.3,8.4,0.0,-5.6
O=S(=O)(NC1CCCCCCC1)OCC(Cl)(Cl)Cl,6.3,-1.4,1.3,-3.3,5.8,5.8,10.5,0.6,20.3,0.1,-5.1

# Screening results as filed in PubChem BioAssay.
